ERa coact inh: blocks coactivator binding to human estrogen receptor alpha; inhibition, % at 25.6 µM; TR-FRET ER-alpha LBD / SRC-1 peptide, estradiol-bound; 1.7% of 86,000 active; P03372; AID 629; in the data active = inhibition above about 50%;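 also: 0% = receptor plus peptide control and 100% = peptide only without receptor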
FAK inh: inhibitors of human focal adhesion kinase | biochemical FAK kinase activity assay | inhibition, %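 (tested at 7 µM)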 | 0.84% of 97,000 active | AID 727; in the data active = inhibition above about 19%;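 also: 0% = DMSO and 100% = reference compound high control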
Plk1 PBD FP: inhibitors of human Plk1 polo box domain binding | 0.13% of 97,000 active | inhibition, %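 (tested at about 20 µM)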 | Plk1 PBD phosphopeptide binding, fluorescence polarization | P53350; in the data active = inhibition above about 34%, passing the limit was not always enough
ERb SRC1 inh: ER-beta (human) coactivator binding inhibition; 1.3% of 86,000 active; inhibition, % at 25.6 µM; Q92731; TR-FRET ER-beta LBD / SRC1-Cy5 peptide binding; receptor agonist-loaded with 1 µM estradiol;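 active = compounds whose percent inhibition of the receptor-coactivator binding signal exceeds about 50% in the single-dose screen, limit read from the data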;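 also: 0% = receptor plus peptide wells without compound and 100% = peptide-only wells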
Target sequence (Q92731 whole entry, looked up, the tested form may be a part): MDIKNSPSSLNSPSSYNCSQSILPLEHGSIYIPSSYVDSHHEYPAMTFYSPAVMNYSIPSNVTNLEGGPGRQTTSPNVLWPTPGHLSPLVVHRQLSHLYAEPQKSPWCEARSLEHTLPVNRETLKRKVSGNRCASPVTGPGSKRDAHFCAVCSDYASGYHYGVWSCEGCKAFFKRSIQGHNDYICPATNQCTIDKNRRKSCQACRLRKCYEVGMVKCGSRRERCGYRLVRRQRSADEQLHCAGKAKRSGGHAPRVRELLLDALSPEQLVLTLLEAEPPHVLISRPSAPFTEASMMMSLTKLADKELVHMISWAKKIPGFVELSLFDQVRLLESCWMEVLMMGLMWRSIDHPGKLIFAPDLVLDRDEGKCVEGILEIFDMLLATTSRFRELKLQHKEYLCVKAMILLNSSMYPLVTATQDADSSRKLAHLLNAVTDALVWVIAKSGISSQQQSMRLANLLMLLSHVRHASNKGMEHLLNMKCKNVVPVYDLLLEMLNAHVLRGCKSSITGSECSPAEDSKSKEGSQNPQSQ
Rev-RRE block: HIV Rev-RRE protein-RNA interaction inhibition; Rev peptide-RRE RNA binding, FRET; inhibition, % at 8 µM; 0.79% of 97,000 active; AID 704;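 active = inhibition above the screen-wide mean plus 3 SD, cut at about 35% in these data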;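 also: 0% = median DMSO wells and 100% = median Neomycin B control wells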
Target sequence (P05866 whole entry, looked up): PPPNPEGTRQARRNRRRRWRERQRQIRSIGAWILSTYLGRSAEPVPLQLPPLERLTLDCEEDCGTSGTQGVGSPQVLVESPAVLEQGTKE
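Material: labelled RRE RNA duplex and labelled Rev peptide / Buffer or medium: HEPES pH 7.5 salt buffer with EDTA / Compound dosing: single point, 8 µM final nominal compound concentration / Benchmarks: DMSO low control, neomycin B high control / Timing: 5 min preincubation and 15 min binding, 25 °C / Technique: FRET fluorescence readout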
PLK1 inh: inhibitors of human PLK1 kinase; P53350; recombinant PLK1 kinase, TR-FRET peptide phosphorylation; inhibition, % at 10 µM; 0.53% of 97,000 active;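 active = inhibition of 50% or more in the single-concentration screen; inactive = inhibition below 50%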;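 also: 0% = DMSO max control and 100% = H-89 dihydrochloride min control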
CD11b adhes enh: CD11b/CD18-fibrinogen binding enhancement; K562 CD11b/CD18 adhesion to fibrinogen, ATPlite luminescence; activation, % at 10 µM; 0.07% of 93,000 active;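 active = 10 µM primary screen giving 50% or more activity, confirmed by 40% or more on retest at that dose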; also: strong numbers were not always called active
ERa coact pot: enhances coactivator binding to human estrogen receptor alpha. P03372. TR-FRET ERalpha-LBD/SRC-Cy5 coactivator binding, 2 h; 100 = basal binding, no effect. coactivator binding (% of control), % at 25.6 µM. 1.3% of 86,000 active. AID 639; in the data active = activity above about 200%;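 also: binding measured in presence of low estradiol as agonist stimulus; 0% = peptide alone without receptor and 100% = receptor with peptide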
CD11b adhes inh: CD11b/CD18-fibrinogen binding inhibition; P05107+P11215; K562 CD11b/CD18 adhesion to fibrinogen, ATPlite luminescence; Mn2+ added to activate the integrin; inhibition, % at 10 µM; 0.54% of 93,000 active;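 active = primary inhibition of 50% or more at 10 µM, then 40% or more on retest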; also: some results filed as inactive read as strong as hits
* hit, by the source's call; x = no result given; [ ] = dose if it differs, or a comment.

SMILES	ERa coact inh	FAK inh	Plk1 PBD FP	ERb SRC1 inh	Rev-RRE block	PLK1 inh	CD11b adhes enh	ERa coact pot	CD11b adhes inh
CCc1c(C(=O)Nc2ccc(S(=O)(=O)N3CCOCC3)cc2)csc1C	7	1	-2	-7	8	-14	-3	116	14
Cc1nc2c(Br)c3nc(C(F)(F)F)[nH]c3c(Br)c2[nH]1	38[fluorescence artefact?]	7	0	74*[fluorescence artefact?]	4	7	7	68	-17
O=C(CSc1nnc(CN2CCOCC2)n1-c1ccc(Cl)cc1)Nc1cc(Cl)ccc1O	-1	-1	-3	-4	4	-10	-2	101	0
Clc1ccc(-c2nn3c(-c4ccncc4)nnc3s2)c(Cl)c1	11[fluorescence artefact?]	x	x	29[fluorescence artefact?]	x	x	9	330*	2
O=C(Nc1nccs1)c1ccc2nccnc2c1	40	6	-3	60*	14	-3	0	43	-11
O=C(NCc1ccc(F)cc1)C1CCN(S(=O)(=O)N2CCC3(CC2)OCCO3)CC1	-7	-7	-33	5[fluorescence artefact?]	-4	-14	x	118	x
O=C(c1cc(C2CC2)on1)N1CCOCC1	1	x	-5	12	x	5	0	85	-10
Cc1ccc2nc3c(cc(C(N)=S)c(=N)n3CCCOC(C)C)c(=O)n2c1	6[fluorescence artefact?]	28*	11	-13[fluorescence artefact?]	59*	-2	2	118[fluorescence artefact?]	4
CCCCn1c(SCC(=O)OCC)nnc1-c1ccoc1C	-2[fluorescence artefact?]	0	-28	9[fluorescence artefact?]	-2	-13	4	93[fluorescence artefact?]	-4
Cc1ccc(N(CC(=O)NCc2ccncc2)S(C)(=O)=O)cc1	-22	2	-12	-19	4	6	x	107	x
Cc1cccc(-c2nnc(SCC(=O)NCc3ccc4c(c3)OCO4)n2C)c1	-4	5	-6	9	0	-12	-3	96	-7
COCC(=O)NC1CCN(CC(=O)Nc2ccc(OC)cc2[N+](=O)[O-])CC1	x	-12	-27	x	0	-11	x	x	x
COCCCNC(=O)CCCC(=O)NCCCOC	-8	-4	-17	-4	2	-4	-2	133	-6
CC(N=Cc1ccccc1O)c1ccccc1 (stereo not drawn)	4[fluorescence artefact?]	1	-15	-4[fluorescence artefact?]	-1	-11	-6	117[fluorescence artefact?]	-4
CC(C)Cc1nnc(NC(=O)CCC(=O)Nc2ccc(F)cc2)s1	-6	-1	-11	-7	10	-4	-6	105	7
O=C1CCCCC1C(Nc1ccc(Br)cc1)c1ccccc1 (stereo not drawn)	x	1	20	x	11	-9	1	x	3
COC(=O)CCSCC(=O)Nc1nnc(C)s1	0	x	x	-9[fluorescence artefact?]	x	x	-1	132	-51
Cc1cc2c(n1-c1ccc(C(N)=O)cc1)CC(C)(C)CC2=O	-8	-1	5	-12	1	-10	x	96	x
COC(=O)c1nc(N)sc1-c1ccc(OC)cc1	-7	3	-8	-12	2	-14	2	111	-5
CCCc1ccc(OCCNC(=O)CC)cc1	-30	-2	6	-9[fluorescence artefact?]	5	-9	-5	97	3
O=C(c1cccc(Cl)c1)N1CCN(Cc2ccccc2F)CC1	13	1	-8	-2	3	-2	1	122[fluorescence artefact?]	2
COc1cc2nc(C3CCC3)n(NC(=O)COc3ccccc3)c(=O)c2cc1OC	-8	x	x	2	x	x	1	101	2
CC1Cc2ccccc2N1C(=O)CSCC(=O)O (stereo not drawn)	0	-4	-14	-7	4	2	x	111	x
O=C(Nc1ccc2c(c1)OCO2)C1CCCN1C(=O)Nc1cccc(F)c1 (stereo not drawn)	-3[fluorescence artefact?]	x	x	-6[fluorescence artefact?]	x	x	-3	111	-1
CC1(C)CC(=O)C2=C(C1)N1CCCCC1CC2=O (stereo not drawn)	2[fluorescence artefact?]	6	-12	9	13	1	-3	112	12
COCC(C)OC(=O)c1c(N)n(CC(C)C)c2nc3ccccc3nc12 (stereo not drawn)	-3	-2	-3	-16	6	-6	-3	91	3
Cc1ccnc(NC(=O)CCC(=O)N(CC(=O)NCCc2ccccc2)Cc2ccco2)c1	-6	-2	-4	-6	7	-12	0	127	-7
CC1=C(CC/C(C)=N/NC(N)=S)C(C)(C)CCC1	-7	-2	-9	-9	-3	-10	x	91	x
O=C(C(Cc1ccccc1)N1C(=O)C2C3C=CC(C3)C2C1=O)N1CCCCC1 (stereo not drawn)	x	-1	2	x	-4	-14	-2	x	-9
Cc1ccc(NC(=O)CS(=O)CC(=O)NCC2OCCc3ccccc32)c(C)c1 (stereo not drawn)	-7	-1	22	-2	-4	-9	-2	91	5
O=C(O)CSc1nnc(-c2ccncc2)n1C1CCCCC1	6[fluorescence artefact?]	4	-6	-1[fluorescence artefact?]	1	-22	-1	101	-2
COc1ccc(CNC(=O)c2cc(C3CC3)on2)cc1	-9	x	-4	-11	x	-7	1	112	-17
COc1ccc(-n2nc3cc(C)c(NC(=S)NC(=O)c4ccccc4C)cc3n2)cc1	x	-7	-1	x	4	-19	-2	x	-13
COc1ccc(NC(=O)C2CCCN(S(=O)(=O)c3cccc4cccnc34)C2)c(OC)c1 (stereo not drawn)	-8	2	-11	3	4	-9	3	110	-17
COc1ccc(NC(=O)COC(=O)c2cc(OC)c(OC)cc2NC(=O)c2ccco2)cc1OC	x	14	-23	x	-1	-11	7	x	8
CNc1nc(Sc2cccc(C(F)(F)F)c2)cc(C(F)(F)F)n1	x	5	-2	x	20	-7	x	x	x
CCn1c(/C(C#N)=C(\O)CCc2ccccc2)nc2ccccc21	37[fluorescence artefact?]	0	-28	31	11	-8	4	107	-1
Cc1cc(C)n2nc(C(=O)Nc3ccc(S(=O)(=O)N4CCCCC4)cc3)nc2n1	13	-2	-14	21[fluorescence artefact?]	7	-12	-1	100	4
COc1ccc(C)cc1S(=O)(=O)N(C)CC(=O)N1CCCCCC1	-2	-1	15	3	0	-7	5	119	-2
O=C(NCC1CCCO1)c1ccc2nc(N3CCCCC3)sc2c1 (stereo not drawn)	5	x	x	-15[fluorescence artefact?]	x	x	-3	110	1

Arranged by length of the SMILES (rising): some entries from above
SMILES	ERa coact inh	FAK inh	Plk1 PBD FP	ERb SRC1 inh	Rev-RRE block	PLK1 inh	CD11b adhes enh	ERa coact pot	CD11b adhes inh
O=C(NCC1CCCO1)c1ccc2nc(N3CCCCC3)sc2c1 (stereo not drawn)	5	x	x	-15[fluorescence artefact?]	x	x	-3	110	1
CNc1nc(Sc2cccc(C(F)(F)F)c2)cc(C(F)(F)F)n1	x	5	-2	x	20	-7	x	x	x
COc1ccc(-n2nc3cc(C)c(NC(=S)NC(=O)c4ccccc4C)cc3n2)cc1	x	-7	-1	x	4	-19	-2	x	-13

(continued)
SMILES	ERa coact inh	FAK inh	Plk1 PBD FP	ERb SRC1 inh	Rev-RRE block	PLK1 inh	CD11b adhes enh	ERa coact pot	CD11b adhes inh
CS(=O)(=O)N1CCN(c2ncccn2)CC1	2	-1	-4	-4	7	-7	1	114	5
COc1ccc(C2C(C(=O)Nc3ccc(F)cc3)=C(C)Nc3nc(CCCO)nn32)cc1 (stereo not drawn)	-9	-8	16	2	1	-6	-3	96	-4
O=C(Cn1cc2c(n1)CCCC2)NCc1cccnc1	10	x	x	6	x	x	2	102	20
Cc1cc(C)c([N+](=O)[O-])cc1-c1ccc(/C=N/NC(=O)c2nonc2N)o1	x	0	-29	x	7	-10	25	x	3
O=C(Nc1ccc(F)cc1)c1sc2cc(C(F)(F)F)cnc2c1-c1cccs1	21[fluorescence artefact?]	-4	-11	21[fluorescence artefact?]	12	-7	4	185[fluorescence artefact?]	-29
Cc1ccc(N=Cc2cccc(O)c2O)c(C)c1	x	8	-5	x	9	2	-4	x	-10
CC(=O)N1CC2(C)CN(C(C)=O)CC(C)(C1)C2=O	-4	x	x	-12	x	x	-2	112	-21
O=C(CCC1CCCC1)N1CCN(C(=O)c2cccnc2)CC1	-1[fluorescence artefact?]	-1	8	1[fluorescence artefact?]	-7	-5	-1	94	-2
CCc1ccc(C(=O)COC(=O)c2ccc(-c3nnc(-c4ccccc4)o3)cc2)cc1	x	1	-41	x	8	-29	x	x	x
CCc1cc2c(CN3CCN(C)CC3)cc(=O)oc2cc1O	-1	3	0	1	6	2	1	102	1
Cc1c(CNC(=O)c2nn3c(c2Cl)NC(c2ccccc2)CC3C(F)(F)F)cnn1C (stereo not drawn)	6	-2	2	3	2	-15	-1	118	8
COCC(=O)Nc1nnc(COc2ccccc2)s1	9	-11	-1	13	6	-5	-3	97	-10
N#CC1=C(N)Oc2c(oc(CO)cc2=O)C12C(=O)Nc1ccc(Cl)cc12 (stereo not drawn)	-8[fluorescence artefact?]	x	x	1	x	x	2	99	-5
S=c1[nH]nc(COc2ccc3ccccc3c2)o1	-44	0	1	-24	6	-9	x	94	x
O=C(C1CC1)N1CCc2cc(Br)cc(S(=O)(=O)NCC3COc4ccccc4O3)c21 (stereo not drawn)	-3	x	x	3[fluorescence artefact?]	x	x	-1	104	22
Cn1cnnc1SCCC(=O)Nc1ccccc1	-10	-1	-14	-8	3	-4	-1	98	22
Cc1ccc(NC(=O)CSc2nnc(-c3cnccn3)n2-c2ccccc2)cc1	x	-2	-14	x	1	-11	-2	x	-4
CC(=O)Oc1ccc(OC(C)=O)c(SCCCCCN2CCOCC2)c1	x	4	7	x	5	-7	x	x	x
CCOc1ccc(NC(=O)C2CCC(C)(C(=O)O)C2(C)C)cc1 (stereo not drawn)	-5	9	-9	-1	8	-10	6	117	1
O=C(CN1CCN(c2nc(-c3ccc(Cl)cc3)cs2)CC1)NCc1ccco1	6	-8	-12	1	6	6	6	136	-1
Cc1ccc(-c2nnc(SCC(=O)Nc3ccccc3N3CCOCC3)o2)cc1	-11	0	18	-3	0	-6	-5	104	-1
CCCCOCCCNC(=O)c1ccc(OC)cc1	7[fluorescence artefact?]	3	-2	4[fluorescence artefact?]	3	-9	-2	95	-32
c1ccc(C2=Nc3ccccc3OC2)cc1	-8	-1	2	-13	4	7	-1	105	0
CCOC(=O)CN(C(=O)CSc1nnc(CNc2ccc(C)cc2C)n1CC)c1ccccc1	-3	10	17	1	6	-5	-1	97	16
C=CCn1c(Cc2c[nH]c3ccccc23)nnc1SCC(=O)NCc1ccccc1	-1	1	-22	9	3	-2	x	110	x
c1ccc(-c2nnc(SCc3nnc(-c4cccs4)o3)o2)cc1	2	-4	-13	18	-3	-9	-2	84	1
CCn1cc(C2=NCCO2)c2ccccc21	-3	0	-12	5	2	7	-10	98	-1
O=C(Cn1c(-c2ccc(Cl)cc2)noc1=O)N1CCN(c2ccccc2F)CC1	-6	-2	22	-5	5	-5	0	114	4
CN(Cc1ccccc1)C(=O)N[C@@H](Cc1ccccc1)C(=O)O	0[fluorescence artefact?]	x	x	2	x	x	-2	82[fluorescence artefact?]	-6
CCOC(=O)c1cccc(NC(=O)CS(=O)(=O)Cc2nc(-c3cccc(OC)c3)oc2C)c1	11[fluorescence artefact?]	x	x	5[fluorescence artefact?]	x	x	11	129[fluorescence artefact?]	16
Cc1ccc(NC(=O)CS(=O)Cc2nc(-c3ccc(C)cc3)oc2C)cc1 (stereo not drawn)	-2	-5	-4	-14	8	-7	2	110	-13
O=C(NC1CCCCC1)C(c1cccs1)N(Cc1cccs1)C(=O)c1cccs1 (stereo not drawn)	-14	1	-23	-14	6	-15	x	105	x
CCOC(=O)C[n+]1c(C)ccc2c1CCC2	-3	-1	7	0	9	-10	x	116	x
CCCc1nnc(NC(=O)NCCN2C(=O)C3C4C=CC(C4)C3C2=O)s1 (stereo not drawn)	-2	1	18	-6	5	-8	-2	119	7
Cc1nonc1NC(=O)CSc1nnc(-c2ccoc2C)n1CC(C)C	16	-4	-11	0[fluorescence artefact?]	-3	-8	-2	141	-14
